# Bioassay records: PubChem, several laboratories
# Peg3 promoter = Peg3 promoter activity inhibition; HeLa PEG-Prom luciferase reporter, luminescence, overnight; inhibition, % at 20 µM; 360,000 compounds, 1.7% hits;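 active means inhibition of at least 50% at 20 µM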
# CF NFkB inh = cystic fibrosis NF-kB activation inhibition; AID 588850; 360,000 compounds, 0.86% hits; inhibition, % at 5 µM; KKLEB NF-kB-GFP reporter, PAF-induced, GFP fluorescence overnight;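 active means at least 50% inhibition at 5 µM, scaled per plate between neutral and stimulator controls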;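 further: PAF is a Pseudomonas aeruginosa culture filtrate used as stimulus; plate controls were PAF-stimulated DMSO wells for no effect and unstimulated DMSO wells for full effect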
# PDI inh = inhibitors of human protein disulfide isomerase | PDI insulin aggregation turbidity, A650, 90 min | inhibition, % at 10 µM | 350,000 compounds, 0.052% hits | AID 588391;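 active means mean inhibition across replicates of 30% or more, whatever share of single replicates reach that level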;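 further: absorbance from insulin aggregation driven by PDI reduction with DTT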
# Target sequence (P07237 whole entry, looked up): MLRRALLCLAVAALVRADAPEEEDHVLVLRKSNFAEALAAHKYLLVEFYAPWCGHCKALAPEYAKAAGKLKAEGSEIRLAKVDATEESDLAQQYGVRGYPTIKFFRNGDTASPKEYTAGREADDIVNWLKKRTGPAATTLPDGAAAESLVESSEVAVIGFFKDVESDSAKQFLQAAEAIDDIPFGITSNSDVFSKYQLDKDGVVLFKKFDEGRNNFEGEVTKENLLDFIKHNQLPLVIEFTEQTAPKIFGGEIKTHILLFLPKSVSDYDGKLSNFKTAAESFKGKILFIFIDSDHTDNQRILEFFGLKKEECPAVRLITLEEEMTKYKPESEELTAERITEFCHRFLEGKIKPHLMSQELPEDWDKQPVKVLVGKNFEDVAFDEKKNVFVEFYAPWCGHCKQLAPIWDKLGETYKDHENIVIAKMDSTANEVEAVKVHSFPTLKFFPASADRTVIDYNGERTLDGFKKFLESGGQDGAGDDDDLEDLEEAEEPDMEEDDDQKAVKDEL
# Shn3 3UTR inh = inhibitors of Schnurri-3 3'UTR reporter in osteoblasts | AID 588674 | 360,000 compounds, 0.52% hits | inhibition, % at 12.5 µM | Clone20 osteoblast Shn3 3'UTR firefly luciferase, 24 h;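 active means mean inhibition of at least 75% with every replicate also reaching 75%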;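 further: 0% = median of neutral control wells and 100% = pilot-screen positive control compound; some compounds past the cut are filed as inactive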
# Vif inh = inhibitors of HIV Vif; HEK293T cells, Vif self-association by quenched fluorescence, imaging, 24 h; inhibition, % at 7.49 µM; 340,000 compounds, 0.35% hits; AID 602346; in the data active means inhibition above about 50%, passing the limit was not always enough; further: some results filed as inactive read as strong as hits
# MITF TRPM1 inh = reduces MITF-dependent TRPM1 promoter luciferase signal. 330,000 compounds, 0.83% hits. SK-MEL-5 TRPM1 promoter luciferase, 24 h. inhibition, % at 12.5 µM;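 active means mean inhibition across replicates of 60% or more, whatever share of single replicates reaches that level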; further: values of inactives mirror those of a sister screen read the other way
# NR2E3 ag-1 = activates human NR2E3 receptor; Q9Y5X4; CHO-S Gal4-NCOR/VP16-NR2E3 two-hybrid, luciferase; inhibition of corepressor binding, % at 3.98 µM; 360,000 compounds, 0.35% hits; AID 602229;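 active means inhibition above the mean of all tested compounds plus 3 SD, cut at about 70% in these data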;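 further: 0% = DMSO with NR2E3 transfected cells and 100% = cells lacking NR2E3 construct; higher means lower luciferase signal from less NR2E3 corepressor binding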
# Target sequence (Q9Y5X4 whole entry, looked up, the tested form may be a part): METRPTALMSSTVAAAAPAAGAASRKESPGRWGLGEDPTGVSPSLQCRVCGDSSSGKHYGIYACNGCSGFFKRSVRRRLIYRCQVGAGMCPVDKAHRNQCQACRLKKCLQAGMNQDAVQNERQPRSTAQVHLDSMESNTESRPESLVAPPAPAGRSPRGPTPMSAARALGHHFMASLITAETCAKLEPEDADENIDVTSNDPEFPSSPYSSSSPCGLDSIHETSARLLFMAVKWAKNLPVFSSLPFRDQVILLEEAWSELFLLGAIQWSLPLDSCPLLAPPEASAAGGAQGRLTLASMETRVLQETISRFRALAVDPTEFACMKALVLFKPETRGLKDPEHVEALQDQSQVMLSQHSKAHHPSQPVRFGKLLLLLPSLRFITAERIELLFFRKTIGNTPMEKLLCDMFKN
# KKLEB tox = counter-screen for CF NF-kB inhibitors: cytotoxicity; 360,000 compounds, 0.36% hits; KKLEB CF airway cells viability, ATPlite luminescence, overnight; active compounds read low; cells stimulated with P. aeruginosa culture filtrate; activity change (cytotoxicity), % at 5 µM;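 active means corrected activity change at or below -50% at 5 µM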
# CaV13 ICDI inh = Disruptors of the CACNA1D IQ motif to Ca2+-dependent inactivation inhibitor domain association, primary screening, Förster resonance energy transfer in intact living …; HEK cells, CFP/YFP FRET ICDI-IQ, plate reader, 10 min; percent FRET-ratio fall versus neutral wells; inhibition, % at 12.3 µM; 340,000 compounds, 0.098% hits;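 active means mean replicate inhibition of at least 30% and at least 1% of replicates passing that level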;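 further: 0% = median of the neutral control wells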
# NR2E3 ag-2 = agonists of human nuclear receptor NR2E3. Q9Y5X4. GST-NR2E3/biotin-RetCOR TR-FRET, 1536-well. inhibition of corepressor binding, % at 4.78 µM. 320,000 compounds, 0.12% hits. AID 2300;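 active means percent inhibition above the cutoff of mean plus 3 SD of all tested compounds, set per screening campaign, cut at about 20% in these data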;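 further: 0% = DMSO wells and 100% = biotin wells as full block of FRET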
#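 Assay system: NR2E3–RetCOR corepressor complex. Quantity: 1.35 nM GST-NR2E3. Buffer or medium: pH 7.5 Tris-based buffer. Reagent: biotinylated RetCOR corepressor at 7 nM final. Schedule: 5 h at 4 °C. Detection: TR-FRET, emission read at 617 and 671 nm. Replicates: one well per compound, singlicate testing.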
# HIF-2a inh = HIF-2a inhibition; 360,000 compounds, 0.72% hits; inhibition, % at 18.8 µM; 786-0 RCC cells HIF-2a reporter, luciferase luminescence, overnight;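 active means inhibition of the luminescence signal of 40% or more relative to plate controls, in a single-dose primary screen at 18.75 µM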
# * hit, by the source's call; · = not tested or not shown.
structure,PDI inh,HIF-2a inh,NR2E3 ag-1,Vif inh,CaV13 ICDI inh,KKLEB tox,MITF TRPM1 inh,CF NFkB inh,Shn3 3UTR inh,NR2E3 ag-2,Peg3 promoter
COc1cc(-c2nc(CN3CCCCC3CCNC(C)=O)c(C)o2)ccc1F (configuration not stated),0,13,-1,3,-2,11,3,-7,10,3,5
Cc1ccc(S(=O)(=O)N(C)c2ccc(C(=O)Nc3ccccc3C(=O)N3CCOCC3)cc2)cc1,3,9,3,-17,·,11,3,-12,-1,-1,16
CCc1cccc2c(C(=O)CSc3nncn3C)c[nH]c12,-2,-75,-34,-3,4,14,-5,-17,1,1,-51
Cc1cc2c(cc1S(=O)(=O)N1CCN(c3cccc(C)c3C)CC1)OCCN2C,·,15,-13,·,-1,0,2,23,-19,1,20
O=C(CN1C(=O)NC2(CCCCCCC2)C1=O)NCc1ccccc1Cl,-5,5,3,0,-5,7,·,-6,-10,2,6
O=C(Nc1ccc(Cl)c(S(=O)(=O)N2CCCC2)c1)c1nn(CCO)c(=O)c2ccccc12,-2,20,-8,-13,-6,-9,25,-8,2,·,32
CCN1C(=O)/C(=C\N2CCN(C(=O)c3ccco3)CC2)SC1=S,-10,-1,-16,7,-3,15,1,-9,-7,-1,9
Cc1[nH]c2ccccc2c1C(=O)CSc1ccccn1,-10,-110,-43,-5,-16,-7,-17,5,-7,-2,-117
O=C(COC(=O)Cc1ccccc1F)Nc1cccc(S(=O)(=O)NC2=NCCCCC2)c1,-6,18,-1,2,6,-2,-3,-14,-9,1,22
COc1ccc(S(=O)(=O)Nc2ccc3c(c2)C(=O)N([C@H](C)CO)C[C@H](C)[C@@H](CN(C)C(=O)Nc2ccc4c(c2)OCO4)O3)cc1,2,-5,-13,3,-9,-2,·,-12,-6,·,-19
Cc1cc(C)c2[nH]c(=O)c(CN(Cc3cccs3)C(=S)NCC3CCCO3)cc2c1 (configuration not stated),4,17,-6,-2,-5,10,4,-23,17,5,28
Cc1cc(S(=O)(=O)NC(C)C)ccc1OCC(=O)Nc1ccc2c(c1)OCCO2,6,3,-11,-2,-5,5,2,6,-5,5,12
Cc1ncc([N+](=O)[O-])n1S(=O)(=O)c1cc(Cl)ccc1Cl,2,19,-10,9,2,7,10,2,7,-3,28
CCOc1ccc(S(=O)(=O)c2ccc(C)cc2)c2c1no[n+]2[O-],1,-1,-1,-15,-5,-5,·,0,46,·,6
CCOc1ccc(CCNC(=O)c2cccnc2N2CCCC2)cc1OCC,-1,5,-22,21,·,-3,12,-6,13,1,20
O=S(=O)(Nc1ccc(N2CCCCC2)cc1)c1ccccc1,0,-64,-21,-4,-8,8,-13,-21,-7,2,-66
COc1cccc(NC(=O)c2cccc(C(=O)Nc3cccc(OC)c3)c2)c1,3,-12,8,0,-4,-6,10,-6,3,0,-2
Cc1ccc(NC(=O)C(c2ccccc2)N2CCN(CC(=O)N3CCOCC3)CC2)cc1 (configuration not stated),-7,-107,-34,20,-7,12,-21,-9,-39,-3,-84
O=C(Nc1ccc(Br)cc1)c1cc(-c2cccs2)on1,-9,-140,-42,9,-3,4,-79,-8,-49,-8,-192
O=C(CSc1nnc(-c2cccnc2)n1Cc1ccco1)N1CCc2ccccc21,-6,33,-9,10,-5,6,10,0,-14,3,10
O=C(COC(=O)c1c[nH]c(=O)[nH]c1=O)NCc1ccccc1,-12,14,-8,-1,-7,9,0,-3,9,-2,-3
NNC(=O)CNS(=O)(=O)c1ccc([N+](=O)[O-])cc1,-3,-48,4,-7,-5,-2,12,-6,8,2,6
CC(C)NS(=O)(=O)c1ccc2c3c(cccc13)CC2,-4,12,-2,-2,-4,-5,-9,-6,-2,2,16
COc1cccc(NC(=O)CSc2nnnn2C2CCCC2)c1,-2,-24,-23,1,-4,-5,0,6,-16,1,-3
COC(c1ccccc1)c1nnc(CCC(=O)NCc2cccc(-n3cccn3)c2)o1 (configuration not stated),9,-4,-11,1,-5,7,8,12,-10,-2,2
Cc1cc(N2CCC(N(C)C3CCCC3)CC2)nc2cc(O)ccc12,0,10,12,-7,-6,8,8,0,-10,5,-18
C=C1N(c2cccc(Cl)c2)C(=O)OC1(C)C,2,12,-8,14,-20,6,-5,-9,-4,2,-2
COc1ccc2nc(C)cc(SCC(=O)OC(C)C)c2c1,-2,14,-2,0,-4,-7,0,36,11,1,-17
CCN(CC)C(=O)C1CCCN(c2ncnc3c2cnn3-c2ccc(Cl)cc2)C1 (configuration not stated),3,50*,33,-19,-6,-6,60,-1,15,0,56*
O=C(Nc1ccc2c(c1)nc1n2CCSC1)c1ccco1,3,-11,-131,-1,·,-14,17,7,11,3,-9
Cc1sc2ncnc(SCC(=O)NCC3CCCO3)c2c1C (configuration not stated),1,7,-1,-3,-2,8,0,21,3,-1,-13
c1cncc(-c2nn3c(Cn4cnc5ccccc54)nnc3s2)c1,-4,7,-18,-7,-8,2,11,-5,-5,4,2
COc1nc(Nc2ccc(O)cc2)nc(OC(C(F)(F)F)C(F)(F)F)n1,-12,21,20,-8,-6,-11,7,7,1,0,21
Cc1cccc(OCCCC(=O)NCc2ccco2)c1,-6,6,-7,-2,-1,9,6,-8,-19,-2,10
O=C(CCC(=O)N1CCCCCC1)NCc1ccc(F)cc1,2,4,-14,-5,-3,6,-3,4,0,0,-6
CCC1CCCCN1C(=O)CSc1nnc(-c2cccs2)o1 (configuration not stated),20,-188,-110,35,-3,-24,-54,0,-52,1,-186
O=C(NCCc1ccc(Cl)cc1)C1CCN(S(=O)(=O)c2cccs2)CC1,-4,17,5,-3,-5,1,2,-1,17,4,25
Cn1ccnc1C(O)(c1ccccc1)c1nccn1C,13,6,-20,2,-6,10,-15,-7,-27,3,0
Cc1ccc(CNC(=O)c2nnc(CS(=O)(=O)c3ccccc3)o2)cc1,·,6,-6,-5,-6,-1,-7,-13,-12,4,0
COc1ccc(CCNC(=O)CCOc2ccc(C)cc2)cc1OC,0,11,-20,1,-2,13,12,-27,2,-1,3
CCC(CC)c1nnc(NC(=O)c2ccc(N3CCCCC3)c([N+](=O)[O-])c2)s1,4,-2,-18,-2,-15,-18,4,0,10,3,5
COc1cccc(NC(=O)CC2C(=O)NCCN2C(=S)Nc2ccc(F)cc2)c1 (configuration not stated),3,1,14,5,-4,-8,3,16,26,0,12
CC(C)CCNC(=O)CSc1nc2ccccc2c(=O)[nH]1,-6,3,-1,-6,-9,-3,2,-12,-6,2,-13
Cc1c(OCC(=O)N(C)C)ccc2c3c(c(=O)oc12)CCCCC3,-2,-28,-21,-14,-15,-11,-8,-6,-3,-4,-1
CCOc1ccccc1-c1nc(SCC(=O)O)n[nH]1,11,1,9,2,0,12,-1,-7,59,1,14
COc1ccc(NC(=O)CCCNC(=O)c2ccc(Cl)cc2)c(OC)c1,5,0,-9,19,-6,-5,6,0,-29,5,6
COc1ccc(/C(N)=N/OC(=O)CSc2ccc(C)cc2)cc1,5,-169,-29,-9,-9,1,-12,-5,-4,-4,-74
O=S1(=O)CCN(Cc2ccc(Cl)c(C(F)(F)F)c2)CC1,3,21,-10,24,-5,6,2,8,0,-3,9
COc1ccccc1NC(=O)c1cnc2c(-c3ccccc3)c(C)nn2c1C,-18,6,0,2,-5,-7,5,15,1,3,5
CC(=O)c1cccc(NC(=O)C2CC(=O)N(c3cccc(C)c3C)C2)c1 (configuration not stated),-4,2,8,-4,-3,0,5,0,13,-2,-14
CC(C)Cn1c(CCCNC(=O)c2ccc(F)cc2)nc2ccccc21,·,17,-8,-7,17,2,0,-2,5,6,12
COc1cccc(NC(=O)C2CC(=O)N(Cc3ccco3)C2)c1 (configuration not stated),3,1,22,-3,-2,-6,11,2,10,-2,-7
CCOc1ccc(Nc2nnc(Cc3ccc(OC)cc3)c(=O)[nH]2)cc1,-1,-2,-8,-4,-5,-7,-1,7,-7,-1,3
NNc1nc(-c2ccccc2)cc(-c2ccccc2)n1,-19,16,-14,-5,-4,-16,29,-1,3,1,15
O=C(C1=C(O)C(=O)N(CCN2CCOCC2)C1c1ccc(Br)cc1)c1cc2ccccc2o1 (configuration not stated),10,-5,13,1,-8,4,3,-11,-9,18,-30
O=c1cc(O)c(-c2cccc(Cl)c2)c(Cl)[nH]1,8,0,-12,29,-6,2,7,-8,5,3,6
C/C(=N\Nc1ccc(C#N)cc1[N+](=O)[O-])c1ccc(C)o1,-2,18,-1,-8,-4,-1,·,-26,-87,0,16
Cn1c(=NC(=O)CSCC(=O)N2CCOCC2)sc2ccccc21,2,-10,-26,-5,·,8,2,-9,-3,-2,-9
CNC(=S)Nc1cc(C(F)(F)F)ccc1Cl,12,13,1,19,-2,15,-3,-18,15,5,-5
COC(=O)c1c(C#N)c(N)nc2c1CCCC2,2,19,-18,-3,·,11,-12,12,2,3,14

# Further entries
structure,PDI inh,HIF-2a inh,NR2E3 ag-1,Vif inh,CaV13 ICDI inh,KKLEB tox,MITF TRPM1 inh,CF NFkB inh,Shn3 3UTR inh,NR2E3 ag-2,Peg3 promoter
C[C@@H](NC(=O)c1ncn2c1c(=O)[nH]c1cccnc12)c1ccccc1,6,11,-13,0,-6,10,·,-30,2,·,2
CC(C)CCOCC(=O)Oc1ccccc1C(=O)O,-1,9,11,10,·,1,-6,-4,8,0,2
CCN1CCN(S(=O)(=O)c2ccc(C(=O)Nc3ccccc3)cc2)CC1,-6,6,-7,-8,-10,6,-2,-1,19,3,23
c1ccc2sc(NC3=NCN(CCN4CCOCC4)CN3)nc2c1,-4,-15,-23,3,3,0,-5,-33,-1,1,-3
Cc1ccc(CNS(=O)(=O)c2ccc(-n3cnnn3)c(C)c2)cc1,-5,13,9,0,-34,4,9,-20,20,-2,4
CC1=CC(C)(C)N2C(=O)C3(C(C#N)=C(N)Oc4cc(O)ccc43)c3c(C)c(C)cc1c32 (configuration not stated),1,28,4,4,-7,-8,13,21,32,4,43
CCC(c1nnc(SCC(=O)Nc2cc(C)on2)o1)N(C)C (configuration not stated),2,-2,6,-4,-5,8,-5,-9,-14,-2,8
Fc1ccc(N/N=C(/c2ccccc2)c2ccccn2)cc1,-6,-13,7,·,-4,1,-2,1,-15,1,-16
CC(=O)Nc1ccc(S(=O)(=O)Nc2ccccc2N2CCOCC2)cc1,-6,10,-4,-6,-5,-8,2,4,-3,5,10
